USP1 inh – USP1/UAF1 (human) deubiquitinase inhibition; O94782; recombinant USP1/UAF1, Ub-Rhodamine cleavage fluorescence; Potency, µM (highest dose often 57.1 µM), without a hit: at the top dose activity change, negative = inhibition, hits mostly inhibitors; 0.23% of 390,000 active; AID 743255; further: potency means the concentration at half of the fitted maximal effect; on the % scale 0 is the no-effect control and ±100 the full control effect; nearly all actives have a fitted effect of over 60% in size; inactives centre near -12
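USP1/UAF1 complex (1 nM) preincubated 15 min at room temperature with compound, then Ub-Rho substrate (150 nM final) added. Kinetic fluorescence at 480/540 nm over 6 reads at 60 s intervals; 50 mM HEPES pH 7.8, 0.5 mM EDTA, 0.1 mg/ml BSA, 1 mM TCEP, 0.01% Tween-20.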
RGS4 inh – inhibitors of human regulator of G protein signaling 4. P49798. Transcreener GDP fluorescence polarization, RGS4-accelerated GTP hydrolysis. Potency, µM (series often up to 114 µM), without a hit: top-dose activity change, negative = inhibition, actives largely listed as inhibitors. 0.039% of 390,000 active; further: potency means the concentration at half of the fitted maximal effect; on the % scale 0 is the no-effect control and ±100 the full control effect; nearly all actives have a fitted effect of over 75% in size; some results filed as inactive show a strong effect at the top dose
Target sequence (P49798 whole entry, looked up): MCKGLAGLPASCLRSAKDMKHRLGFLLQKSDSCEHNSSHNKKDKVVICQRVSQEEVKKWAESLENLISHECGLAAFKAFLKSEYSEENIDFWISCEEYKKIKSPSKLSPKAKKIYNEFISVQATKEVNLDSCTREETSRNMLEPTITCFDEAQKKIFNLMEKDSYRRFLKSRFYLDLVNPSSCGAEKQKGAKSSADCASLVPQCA
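MLSMR compounds (23 nl, pin-transferred) preincubated 10 min at room temperature with a 500nM (2x) first reagent, then RGS4 at 900nM (2x) plus Transcreener GDP mix added; fluorescence polarization (620/688 nm) read before and after 90 min at 30 °C.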
Vif-A3F inh – blocks the Vif interaction with APOBEC3F. HeLa A3F-eYFP + Vif (tagged APOBEC3F with the HIV-1 protein that degrades it), YFP fluorescence increase. Potency, µM (highest dose often 46.1 µM), for inactives: top-dose activity, negative = active. 0.2% of 390,000 active; further: potency means the concentration at half of the fitted maximal effect; % of control where 0% means no effect; nearly all actives have a fitted effect of over 65% in size
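HeLa cells stably expressing A3F-eYFP plus Vif, plated and incubated overnight at 37 deg C, then exposed to compounds overnight at 37 deg C. Blocked degradation read as raised yellow fluorescence (Ex 488/Em 500-530).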
LDHA block – LDHA (human) enzyme inhibition; P00338; purified LDHA, NADH/diaphorase-resazurin fluorescence; hits give low values; 0.15% of 480,000 active; activity change, % (values are at about 110 or 230 µM); in the data active means activity change below about -30%; inconclusive means mostly about -25% to -30%;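 further: plate controls were DMSO wells for no effect and wells without enzyme for full effect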
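Resorufin fluorescence (ex540/em590), read at 0 and 20 min after diaphorase/resazurin addition, reports the NADH left after a 5 min room-temperature reaction of 2 nM human LDH5 with 0.06 mM NADH and 0.2 mM pyruvate.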
Vif-APOBEC3G blk – blocks the Vif interaction with human APOBEC3G. 0.076% of 410,000 active. HeLa A3G-eYFP + Vif (tagged APOBEC3G with the HIV-1 protein that degrades it), YFP fluorescence, overnight. Potency, µM (doses to about 46.1 µM), inactives show at the top dose activity, negative = active, usual class: inhibitors. Q9HC16;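 further: potency means the concentration at half of the fitted maximal effect; on the % scale 0 is the no-effect control and ±100 the full control effect; nearly all actives have a fitted effect of over 60% in size; hits raise eYFP signal because A3G escapes Vif-driven loss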
Target sequence (Q9HC16 whole entry, looked up): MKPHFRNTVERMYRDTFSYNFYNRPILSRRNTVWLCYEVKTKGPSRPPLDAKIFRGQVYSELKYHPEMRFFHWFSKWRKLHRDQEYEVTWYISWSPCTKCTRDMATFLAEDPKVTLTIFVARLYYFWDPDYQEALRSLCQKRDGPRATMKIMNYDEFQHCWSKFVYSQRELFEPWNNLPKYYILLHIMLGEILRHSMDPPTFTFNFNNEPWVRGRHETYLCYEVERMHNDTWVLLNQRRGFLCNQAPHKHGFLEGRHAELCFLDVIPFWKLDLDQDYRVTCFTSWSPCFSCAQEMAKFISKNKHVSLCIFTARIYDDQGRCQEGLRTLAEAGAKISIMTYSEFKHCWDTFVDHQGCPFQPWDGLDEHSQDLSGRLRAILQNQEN
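Read-out is eYFP fluorescence (Ex 488/Em 500-530) from Vif-expressing HeLa A3G-eYFP cells; more signal means A3G escaped Vif-mediated degradation. Cells plated overnight, compound pinned in, incubated overnight at 37 deg C.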
TrxR1 substrate – rat thioredoxin reductase 1 substrate activity; O89049; purified TrxR1 substrate turnover, NADPH consumption readout; Potency, µM (titrated, usually from 114 µM), inactives show top-dose activity change, negative = substrate turnover; 0.01% of 390,000 active; further: potency means the concentration at half of the fitted maximal effect; on the % scale 0 is the no-effect control and ±100 the full control effect; nearly all actives have a fitted effect of over 50% in size
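Rat TrxR1, dispensed at 90 nM, was prereduced with 400 uM NADPH (final) for 5 min at ~22 deg C, then incubated with compound 15 min before 400 uM selenite. A first-read NADPH fluorescence drop versus no-compound background flagged substrates.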
TrxR1 inh – blocks rat thioredoxin reductase 1; O89049; AID 588453; Potency, µM (top dose mostly 114 µM), for the others: at the highest dose activity change, negative = inhibition, actives largely listed as inhibitors; recombinant rTrxR1, NADPH fluorescence consumption, selenite substrate; 1% of 390,000 active; further: potency means the concentration at half of the fitted maximal effect; on the % scale 0 is the no-effect control and ±100 the full control effect; nearly all actives have a fitted effect of over 65% in size
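Rat TrxR1 (90 nM in the dispensed reagent) was pre-reduced with 400 uM NADPH for 5 min at room temperature, then incubated with compound for 15 min. After 400 uM selenite was added, NADPH fluorescence (Ex 340/Em 450 nm) was followed for 8 min.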
IDH1 R132H inh – inhibitors of human mutant IDH1 R132H; O75874; IDH1-R132H enzyme, NADPH consumption, diaphorase/resazurin fluorescence; Potency, µM (doses to about 76.6 µM), for inactives: top-dose activity change, negative = inhibition, most hits filed as inhibitors; 0.093% of 390,000 active; AID 602179; further: potency means the concentration at half of the fitted maximal effect; on the % scale 0 is the no-effect control and ±100 the full control effect; nearly all actives have a fitted effect of over 65% in size
Target sequence (O75874 whole entry R132H, stated change not applied): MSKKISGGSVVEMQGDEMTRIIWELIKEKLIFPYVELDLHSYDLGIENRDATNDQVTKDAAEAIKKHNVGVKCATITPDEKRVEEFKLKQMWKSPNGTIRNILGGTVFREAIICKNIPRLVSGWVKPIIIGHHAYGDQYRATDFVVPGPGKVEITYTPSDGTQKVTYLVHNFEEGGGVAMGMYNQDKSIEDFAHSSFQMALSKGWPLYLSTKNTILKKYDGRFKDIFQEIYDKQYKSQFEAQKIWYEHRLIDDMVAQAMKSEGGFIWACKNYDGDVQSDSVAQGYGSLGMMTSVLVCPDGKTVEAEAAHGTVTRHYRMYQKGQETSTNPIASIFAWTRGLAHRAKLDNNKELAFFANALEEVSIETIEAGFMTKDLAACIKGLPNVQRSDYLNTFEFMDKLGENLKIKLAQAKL
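IDH1-R132H (0.5 ug/mL dispensed) in pH 7.5 Tris buffer was preincubated 30 min with compound, then given a substrate mix of 0.016 mM NADPH and 2 mM alpha-KG for 80 min at room temperature; remaining NADPH was read by diaphorase/resazurin fluorescence.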
Glioma ERSR ind – induces the endoplasmic reticulum stress response in human glioma cells; U87-MG GRP78 promoter luciferase reporter, 16 h; 0.02% of 420,000 active; Potency, µM, without a hit: at the highest dose activation, hits mostly activators; further: potency means the concentration at half of the fitted maximal effect; series mostly up to about 76 µM; % of control where 0% means no effect; nearly all actives have a fitted effect of over 35% in size
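Stably transfected U87-MG glioma cells carrying a GRP78-based luciferase sensor; 16 h compound incubation. Luminescence end-point read 10 min after Bright-Glo addition at room temperature.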
The depositor's hits bear a star; ? = inconclusive; . = not tested or not shown; & = joins results of further samples; [ ] = dose if it differs, or a comment. Unless noted, the call rests on the fitted dose curve; in most records, active means well fitted curve in the direction sought with a large enough effect; inconclusive means small, poorly fitted or top-dose-only effect, or another doubt; inactive means no such curve, though single readings can be large; an effect the other way counts as inactive or inconclusive. An excerpt. The share of hits here may be higher or lower than overall.

Results follow in this order: USP1 inh	RGS4 inh	Vif-A3F inh	LDHA block	Vif-APOBEC3G blk	TrxR1 substrate	TrxR1 inh	IDH1 R132H inh	Glioma ERSR ind
Cc1cc(C)n(-c2ccc(S(=O)(=O)N3CCCC3)cc2[N+](=O)[O-])n1
 : -4.0%	-7.4%	1.7%	-8.1	-4.4%	2.4%	17.1%	0.7%	-2.6%
CN1CCN(C2=Cc3ccccc3Sc3cc(F)c(Cl)cc32)CC1
 : -21.4%	-46.9%	?	11.1	-0.4%	0.7%	-4.2%	5.6%	-14.6%
CCn1cc(C(=O)NCc2ccc(F)cc2)c(=O)c2cc(S(=O)(=O)N(C)C)ccc21
 : -23.3%	16.6%	-0.4%	-7.9	-0.8%	-7.4%	12.7%	11.4%	-3.5%
CSCC[C@H](NC(=O)OC(C)(C)C)C(=O)N/N=C/c1ccc2nccnc2c1
 : -7.5%	0.1%	-3.2%	2.4	-9.6%	5.1%[57.1 µM]	-1.0%[57.1 µM]	-0.8%	-0.6%
O=C(CN1C(=O)CCC1=O)NC(=O)NC1CCCC1
 : -10.8%	-2.9%	-21.1%	-2.0	0.7%	-0.5%	10.1%	5.7%	-4.4%
CC(=O)Nc1ccc(NC(=O)COc2ncnc3ccccc23)cc1
 : -17.3%	-18.8%	-0.2%	-0.5	-6.3%	7.6%[57.1 µM]	26.3%	12.6%	-4.8%
COc1ccccc1Oc1ccc(N/C=C/C(=O)c2ccc(C)o2)cc1
 : ?	-36.5%	-0.3%	3.2	2.6%	-3.5%	-19.0%	10.8%	4.1%
CCC(CO)Nc1ccc(-c2nn(C)c(=O)c3ccccc23)cc1[N+](=O)[O-] (stereo not given)
 : -19.8%	-4.1%	-0.8%	-1.5&-1.0	-5.0%	-11.0%	-14.8%	11.7%	-2.8%
N#Cc1ccc(OCC(=O)NCC2COc3ccccc3O2)cc1 (stereo not given)
 : -20.2%	15.9%	-16.3%	-6.6	-4.5%	5.5%	11.2%	9.1%	-6.7%
CN1CCN(S(=O)(=O)c2ccc3c(c2)oc(=O)n3C)CC1
 : -14.1%	11.3%	-5.6%	-0.5	0.5%	-1.4%	26.1%	-11.4%	-4.7%
O=C(c1ccc(F)cc1)C1CCN(S(=O)(=O)c2ccccc2)CC1
 : -24.5%	4.3%	-3.6%	-7.0	1.7%	8.3%[57.1 µM]	14.4%[57.1 µM]	11.6%	15.5%
C=CCN1c2ccccc2C(=O)CS1(=O)=O
 : -8.2%	20.5%	5.8%	-4.2	-0.7%&-0.7%	13.0%[57.1 µM]	11.2µM*	-9.1%	-2.9%&-0.2%
FC(F)Oc1ccc(NC(=S)Nn2cnnc2)cc1
 : -13.0%	?	1.7%	-8.4	5.6%	-1.9%	-15.6%	-2.4%	-0.9%
Cc1cc(C(=O)OCC(=O)Nc2cccnc2Cl)c2ccccc2n1
 : -8.0%	7.3%	-13.1%	-5.5	0.5%	14.0%[57.1 µM]	26.4%[57.1 µM]	7.6%	-8.3%
CC(=O)N1CCc2ccc(S(=O)(=O)N3CC(C)OC(C)C3)cc21 (stereo not given)
 : -2.5%	3.9%	0.0%	-5.1	0.7%	10.6%[57.1 µM]	7.7%[57.1 µM]	0.7%	-3.3%
COc1ccc(CCNc2ccc(N3C(=O)CC(C)C3=O)cc2[N+](=O)[O-])cc1 (stereo not given)
 : -7.8%	7.9%	-1.1%	0.3	2.2%	-0.6%	3.1%	6.1%	-1.8%
Cc1csc(C(=O)O)c1NC(=O)c1ccc(F)cc1
 : -14.1%	26.4%	2.8%	-7.7	-5.2%	-7.5%	-5.1%	-6.6%	0.1%
O=C(Cn1nnc(-c2ccccc2NC(=O)c2ccccc2F)n1)NC1CCCC1
 : -8.5%	-22.1%	-18.2%	-9.5	-1.5%	16.4%	9.1%	-1.2%	-2.7%
Cc1ccc(C(=O)NCC(=O)OCC(=O)NC2CCCC(C)C2C)s1 (stereo not given)
 : -10.8%	29.7%	-10.0%	-4.3	-1.6%	2.6%[57.1 µM]	18.8%[57.1 µM]	-10.0%	-0.5%
CNC(=O)NC(=O)CSc1ncc(C(F)(F)F)cc1Cl
 : 6.1%	-27.0%	1.0%	-7.1	-0.2%	1.3%	6.8%	0.8%	-5.5%
O=S1(=O)C[C@@H](O)[C@@H](Nc2ccc(Cl)cc2)C1
 : -13.3%	6.9%	-1.7%	-3.5	-5.3%	-3.9%	-2.3%	-0.9%	-3.9%
COC1OC2COC(c3ccccc3)OC2C2OC(c3ccccc3)OC12 (stereo not given)
 : -17.3%	.	0.6%	-1.9	-0.5%	.	.	-1.3%	-4.7%
COCCNC(=O)CN(Cc1cccs1)C(=O)CCC(=O)Nc1nccs1
 : -6.7%	11.9%	4.1%	-8.1	0.2%	19.6%[57.1 µM]	26.3%[11.4 µM]	10.8%	-2.3%
Cc1cccc(NC(=O)CCNC(=O)c2ccco2)c1
 : ?	40.4%	1.5%	-4.6	0.4%	7.9%[57.1 µM]	8.9%[57.1 µM]	10.3%	0.5%
CCO[C@@H]1OC(C(=O)N2CCN(C)CC2)=C[C@H](c2csc3ccccc23)[C@H]1CCCO
 : -8.4%	18.1%	-0.4%	-9.3	-4.9%	8.4%[57.1 µM]	2.4%[57.1 µM]	-8.8%	-6.4%
CSc1ncc(C(=O)Nc2ccc(C(C)=O)cc2)c(-c2ccccc2)n1
 : -0.9%&-6.4%	22.8%&12.3%	-6.1%&-2.8%	-11.8&0.2	0.1%&-0.4%	-4.4%&-5.9%	8.6%&1.4%	0.5%&7.4%	1.7%&-2.7%
CCOC(=O)CN1CC23C=CC(O2)C(C(=O)Nc2ccc(OCC)cc2)C3C1=O (stereo not given)
 : -1.9%	-0.2%	2.1%	-2.6	-4.6%	0.8%	12.8%	-11.2%	-5.4%
O=C1C=C(O)CC(c2ccco2)C1 (stereo not given)
 : 13.4%	9.6%	-11.6%	2.4	0.4%	-4.9%	-35.9%	-3.4%	-0.7%
O=C(CCSc1ccc(Cl)cc1)c1ccco1
 : -12.5%	-4.8%	1.2%	-2.5	-8.2%	4.5%	10µM*	-1.4%	-12.3%
COc1ccc(CCNC(=O)c2c(C)nc3ccccn23)cc1OC
 : -13.1%	-13.3%	-19.5%	1.3	0.2%	-3.8%	-12.3%[57.1 µM]	-4.4%	-3.4%
COc1ccc(Nc2cc(C(=O)NCCCOC(C)C)c3ccccc3n2)c(OC)c1
 : -24.2%	-6.1%	-5.7%	-1.8	5.4%	-3.5%	11.2%	-1.1%	-8.2%
CC1=NN(Cc2ccccc2)C(=O)C1
 : -15.0%	13.2%	-4.6%	-4.5	1.0%	-11.6%	-7.6%	3.3%	-2.2%
COc1ccc(NC(=O)C2CCC(C)(C(=O)O)C2(C)C)cc1 (stereo not given)
 : -2.9%	-18.6%	1.5%	-0.1	0.7%	3.0%	14.5%[57.1 µM]	10.9%	-2.4%
CC(=O)c1ccc(S(=O)(=O)N(C)CCCC(=O)NCc2ccc3c(c2)OCO3)cc1
 : -20.7%	-32.9%	3.7%	0.8	-0.2%	9.2%	13.2%	2.4%	-3.4%
Cc1ccc2nc(NC(=O)CCn3cccc3)sc2c1
 : -22.6%	1.7%	-12.2%	-3.7	-4.7%	-6.2%	0.3%	0.3%	4.5%
CC1=C(C(=O)OCC2CCCCC2)C(c2ccc(Cl)cc2Cl)CC(=O)N1 (stereo not given)
 : -10.7%	7.1%	-1.0%	-4.6	-0.2%	0.1%	6.9%	0.2%	-1.5%
O=C1c2ccc(-c3ccc(F)cc3OCc3ccccc3)cc2S(=O)(=O)c2cccc(C(=O)N3CCCC3)c21
 : -18.0%	3.4%	-8.7%	-2.5	-8.7%	6.9%[57.1 µM]	23.9%[57.1 µM]	1.6%	-2.9%
COC(=O)c1ccccc1CSc1nsc(/C=C/N(C)C)c1C#N
 : -16.6%	-38.3%	?	-16.3	-12.3%	-6.2%	-18.9%	-0.8%	-2.7%
CC(CN1CCOCC1)OC(=O)COc1ccc(F)cc1 (stereo not given)
 : -3.0%	-9.0%	9.3%	-2.1	0.0%	-5.8%	4.3%[57.1 µM]	6.8%	-0.4%
COCCCn1c(=O)/c(=C\c2ccc(OC(F)F)c(OC)c2)s/c1=C(/C#N)C(N)=O
 : -13.4%	30.6%	2.0%	-4.0	0.0%	20.9%	38.7%[activator]	0.1%	2.0%
N#CC1(C(N)=O)OC12CCS(=O)(=O)c1ccccc12 (stereo not given)
 : -12.2%	-22.4%	-20.8%	0.4	-3.1%	-1.1%	-27.6%	3.9%	-5.6%

Compound profiles, from the list above. Order of screens: USP1 inh, RGS4 inh, Vif-A3F inh, LDHA block, Vif-APOBEC3G blk, TrxR1 substrate, TrxR1 inh, IDH1 R132H inh, Glioma ERSR ind
`N#CC1(C(N)=O)OC12CCS(=O)(=O)c1ccccc12` (stereo not given) is listed with -12.2%, -22.4%, -20.8%, 0.4, -3.1%, -1.1%, -27.6%, 3.9%, -5.6%
`COc1ccc(NC(=O)C2CCC(C)(C(=O)O)C2(C)C)cc1` (stereo not given) is listed with -2.9%, -18.6%, 1.5%, -0.1, 0.7%, 3.0%, 14.5%[57.1 µM], 10.9%, -2.4%

Source: PubChem
